# PGC1a acetyl inh = PGC1a acetylation modulation, inhibitor mode. inhibition, % at 15.6 µM. U2OS PGC1a acetylation, AlphaScreen anti-acetyl-lysine; with virally co-expressed GCN5 acetyltransferase. 350,000 tested, 0.17% active;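 active means every replicate shows inhibition of at least 40%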;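 further: 0% = neutral control wells and 100% = positive control wells; some results beyond the cut were filed as inactive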
# Cneo AK release = causes C. neoformans cell lysis | lysis activity, % at 15 µM | adenylate kinase release luminescence, 4 h; normalised: neutral wells 0, clomiphene wells 100 | 360,000 tested, 0.2% active;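 active means mean lysis activity across replicates of at least 80%, whatever share of replicates individually reach that level; inactive means mean lysis activity below 80%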
#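 Material – Cryptococcus neoformans yeast cells · Quantity – 5 × 10^6 yeast cells/mL · Buffer or medium – YPD medium · Compound – single dose · Timing – 4 h static compound exposure, 37 °C, read 1 h post-reagent · Signal – adenylate kinase release luminescence · Read-out basis – lysis from increased AK signal · Benchmarks – Clomiphene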
# PglD inh = PglD (C. jejuni) enzyme inhibition. purified PglD enzyme, DTNB colorimetric CoA detection. inhibition, % at 12.5 µM. 360,000 tested, 0.098% active. AID 602405; in the data active means inhibition above about 16%, passing the limit was not always enough; further: strong numbers were not always called active
# LGR2 inh = Drosophila LGR2 receptor signaling inhibition; HEK293 LGR2, CRE-luciferase, bursicon-stimulated, 4 h; inhibition, % at 9.99 µM; 380,000 tested, 0.35% active; AID 720647;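 active means drop in luminescence signal, shown as inhibition above about 50% in the replicate tests, limit read from the data, passing the limit was not always enough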;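 further: agonist challenge used bursicon conditioned medium at about half maximal strength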
# C2C12 statin = protects C2C12 myotubes from simvastatin toxicity; ATP luminescence, 48 h; scaled: DMSO 0, geranylgeraniol control 100; rescue of ATP level, % at 7.49 µM; 330,000 tested, 0.78% active;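 active means mean ATP rescue above about 67%, or every replicate alone reaching that limit, limit read from the data, passing the limit was not always enough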;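 further: myotubes were challenged with 10 µM simvastatin during compound exposure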
# PAX8 inh HTS = inhibitors of PAX8 transcriptional activity in RMG-I cells; RMG-I TPO-luciferase reporter, SteadyGlo, 24 h; inhibition, % at 12.6 µM; 360,000 tested, 1.2% active;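 active means mean replicate inhibition at least 60% with every replicate also reaching 60%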;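 further: luciferase light reporting Pax8 driven TPO promoter activity; plate controls were median of neutral control wells for no effect and mitoxantrone controls for full effect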
# ARNT-TACC3 inh = ARNT/TACC3 interaction disruption. AlphaScreen His-ARNT PAS-B/GST-TACC3 binding, luminescence; TACC3 fragment carries E629A point mutation. 390,000 tested, 0.66% active. inhibition, % at 9.99 µM. AID 623870;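 active means mean inhibition of replicates at least 50% and at least half of replicates each reaching 50%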;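 further: 0% = complete ARNT plus TACC3 wells and 100% = ARNT alone without TACC3; many hits fall short of the cut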
# GSIS activator = GLuc luminescence reporter in INS-1E cells, primary screen for activators of glucose-dependent secretion of insulin; INS-1E GLuc reporter insulin secretion, 2-3 h; activation, % at 16.6 µM; 370,000 tested, 0.61% active; AID 743287;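 active means lowest replicate activation of at least 40%, so every replicate reaches that level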;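 further: 0% = median of neutral control wells and 100% = median of IBMX positive control wells; some compounds called inactive have numbers as strong as hits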
# Numbers without * were called inactive; · = no result given.
# The opening two entries, ahead of the listing:
# The line under a structure holds: PGC1a acetyl inh	Cneo AK release	PglD inh	LGR2 inh	C2C12 statin	PAX8 inh HTS	ARNT-TACC3 inh	GSIS activator
- O=C(C[C@@H]1CC[C@@H]2[C@H](COC[C@@H](O)CN2C(=O)Nc2ccc3c(c2)OCO3)O1)N1CCN(c2ccccc2)CC1
 : -42	1	-4	-18	-5	·	-2	-9
- COc1cc(NC2=CC(=O)CC(C)(C)C2)cc(OC)c1
 : 6	-1	3	8	5	·	-11	5

# This part in full, repeating the preview:
# The line under a structure holds: PGC1a acetyl inh	Cneo AK release	PglD inh	LGR2 inh	C2C12 statin	PAX8 inh HTS	ARNT-TACC3 inh	GSIS activator
- O=C(C[C@@H]1CC[C@@H]2[C@H](COC[C@@H](O)CN2C(=O)Nc2ccc3c(c2)OCO3)O1)N1CCN(c2ccccc2)CC1
 : -42	1	-4	-18	-5	·	-2	-9
- COc1cc(NC2=CC(=O)CC(C)(C)C2)cc(OC)c1
 : 6	-1	3	8	5	·	-11	5
- COc1ccccc1N1C(=O)CC(c2ccccc2)CC1=O
 : ·	2	7	-1	1	-3	0	-6
- CN1OC[C@@H]2CN(Cc3cc(Cl)cc(Cl)c3)[C@H](c3cccc(-c4ccccc4)c3)C[C@@H]21
 : -12	-1	2	-3	-6	-22	1	8
- CN(C)CC(=O)Nc1ccc2c(c1)[C@H]1C[C@H](CC(=O)NCc3cccnc3)O[C@H](CO)[C@H]1O2
 : 2	7	0	-2	-3	·	1	1
- COc1ccccc1Nc1nc(-c2cccc([N+](=O)[O-])c2)cs1
 : ·	·	·	-51	·	-145	3	-10
- COc1cccc(NC(=O)CN2C(=O)NC3(CCc4ccccc43)C2=O)c1 (stereo unspecified)
 : 5	-1	-77	-2	11	-11	2	4
- CCCCC(=O)Nc1ccc(C(=O)Nc2ccc(S(=O)(=O)N3CCCC3)cc2)cc1
 : -1	-2	-2	·	27	·	-1	0
- CC(C)NC(=O)Nc1cccc2c1O[C@H](CN(C)S(=O)(=O)c1cn(C)cn1)[C@H](C)CN([C@H](C)CO)C2=O
 : -8	4	-2	23	·	·	-4	0
- COc1ccccc1-c1cn(CC[C@@H]2CC[C@H](NC(=O)NC(C)C)[C@H](CO)O2)nn1
 : -6	4	-2	2	-2	2	-6	18
- Cn1c(=O)c2c(nc(NCC(O)CO)n2CCc2ccccc2)n(C)c1=O (stereo unspecified)
 : 7	4	0	·	4	·	-7	·
- COc1ccc(F)cc1S(=O)(=O)n1cnc2ccccc21
 : 1	-2	1	2	10	-27	12	0
- CC1(C)Cc2c(C#N)c(NCCCO)nc(-c3ccccc3)c2CO1
 : -17	0	4	-10	-14	15	-8	20
- CC[C@]12c3[nH]c4ccc(Cl)cc4c3CCN1C(=O)[C@@H](CC(=O)NCc1cccc(C(F)(F)F)c1)C[C@@H]2C(=O)N1CCN(C(=O)C2CC2)CC1
 : 5	4	-1	33	-9	14	-4	-24
- Cc1cc(C)n(CCCNC(=O)c2ccc(C)o2)n1
 : 5	1	2	-5	10	-10	·	-4
- CCN(CC)C(=O)[C@H]1C[C@H](CC(=O)NCCCOC)C(=O)N2CCc3c([nH]c4cc(-c5ccco5)ccc34)[C@]12C
 : ·	-2	-1	9	1	4	2	-5
- Cc1nn(-c2ccc(Cl)cc2)c(NC(=O)C(C)C)c(-c2ccccc2)c1=O
 : ·	·	·	-2	·	13	-10	12
- CC(C)C(=O)OCC(=O)Nc1ccc2c(c1)CCC2
 : 1	1	5	·	-7	·	-4	·
- CCS(=O)(=O)NCC[C@@H]1CC[C@@H](NC(=O)Cc2ccccn2)[C@@H](CO)O1
 : 17	-4	-2	7	-1	-8	-5	13
- CCOC(=O)C1CCCN(c2c(NCC3CCCN3CC)c(=O)c2=O)C1 (stereo unspecified)
 : -1	0	-2	5	-2	-6	-2	8
- Cc1ccc(S(=O)(=O)N(C)C[C@H]2Oc3ccc(NC(=O)CCC(F)(F)F)cc3CC(=O)N([C@H](C)CO)C[C@H]2C)cc1
 : 0	1	-3	14	8	8	1	8
- CCn1c(CC(=O)Nc2ccc(C)cc2)nnc1SCC(=O)NCc1ccccc1
 : 0	-1	10	·	3	·	-21	·
- C[C@H]1CN([C@@H](C)CO)C(=O)c2cc(C#CC3(O)CCCC3)cnc2O[C@H]1CN(C)C
 : 5	-2	1	10	-2	·	-7	15
- Cc1cccc(Nc2nnc(SCC(=O)Nc3ccc(C(=O)O)cc3)s2)c1
 : ·	·	·	7	·	-18	-3	7
- COc1ccc(N2CCN(C(=O)c3ccc(CSc4ccccc4)cc3)CC2)cc1
 : -17	2	-3	-2	·	-9	-33	1
- Cc1ccc(NC(=O)CCCSc2nc3ccccc3[nH]2)cc1
 : -1	·	·	-8	·	21	-1	-14
- COc1ccc(/C(C)=N/NC(=O)CNC(=O)C2COc3ccccc3O2)c(OC)c1 (stereo unspecified)
 : ·	·	·	3	·	-13	-3	-23
- COc1cc(F)ccc1-c1csc(C(NC(C)=O)c2ccccc2)n1 (stereo unspecified)
 : -2	0	2	-2	-11	-21	·	0
- O=C(COC(=O)C1C2CC3OC(=O)C1C3C2)Nc1ccccc1 (stereo unspecified)
 : 1	2	4	6	1	3	0	15
- O=C(c1cccc(Cl)c1)N1CCN(c2ccccn2)CC1
 : -24	1	-2	·	-6	·	-4	·
- O=C(NNC(=O)c1ccc2c(=O)n3c(nc2c1)CCC3)c1cccc(Cl)c1
 : 10	0	2	-18	-2	-2	·	25
- CCCNC(=O)N(C)C[C@@H]1Oc2ncc(-c3ccccc3)cc2C(=O)N([C@H](C)CO)C[C@@H]1C
 : 3	-1	-1	7	24	·	-3	11
- CCCC#Cc1cnc2c(c1)C(=O)N([C@@H](C)CO)C[C@@H](C)[C@H](CN(C)C(=O)c1ccccc1)O2
 : 0	-3	-1	-2	13	7	-5	-2
- Cc1ccc(-c2cc(C(=O)Nc3nn[nH]n3)c3ccccc3n2)c(C)c1
 : 9	6	0	14	2	·	4	63*
- C[C@H](CO)N1C[C@H](C)[C@H](CN(C)S(=O)(=O)c2ccc(F)cc2)OCCCC[C@H](C)Oc2ccc(NC(=O)c3ccncc3)cc2C1=O
 : 3	1	0	15	·	·	2	-12
- COc1ccccc1-n1nnnc1SCC(=O)NC1CCCCC1
 : ·	-5	8	2	20	3	-3	1
- CCOC(=O)C(C)(C)N(Cc1cccc(C)c1)S(=O)(=O)c1cccc([N+](=O)[O-])c1
 : -12	0	-4	14	·	2	4	-25
- CC1CCN(c2ccc(C(F)(F)F)cc2N)CC1
 : 8	0	2	-10	-14	2	-3	0
- Cn1nc(C(=O)NCc2ccc(F)cc2)c2c1-c1ccccc1S(=O)(=O)C2
 : 1	-3	0	-1	-16	18	-5	35
- C[C@@H]1CN([C@@H](C)CO)C(=O)c2cc(N(C)C)ccc2O[C@H]1CN(C)Cc1ccncc1
 : -5	-10	-1	-20	21	-20	-7	26
- O=C(Nc1ccc(O)cc1)/C(=C\c1ccncc1)NC(=O)c1ccccc1
 : 0	0	-1	2	5	-11	-3	-12
- CCOc1ccc(-n2c(SCC(=O)O)nc3sc4c(c3c2=O)CCCC4)cc1
 : 6	1	3	-1	9	-24	-4	·
- O=C(Nc1ccccc1)N1C[C@H]2[C@@H](c3ccccc31)[C@H](CO)N2C(=O)c1cccnc1
 : -2	-8	3	-15	10	-55	-19	7
- O=C(Nc1cccc(F)c1)N1CCC(c2ccccc2)CC1
 : -3	11	-1	-47	1	-52	-16	-24
- O=C(O)c1cccc(N2CCCC2)c1
 : -1	0	5	·	-1	-22	-3	·
- CCCNC(=O)c1onc(CSc2ccc(F)cc2)c1C(=O)NCCOC
 : 0	-1	-1	0	-8	14	-5	-10
- O=C(Nc1nc2ccc(Cl)cc2s1)C1CCCO1 (stereo unspecified)
 : 6	0	-26	·	4	·	-7	·
- CC1(C)CC(=O)C=C(c2ccc(COC(=O)c3cccc(C(F)(F)F)c3)cc2)C1=O
 : -1	0	0	1	9	-10	·	-10
- CC1(c2nnc(-c3cccc(Cl)c3)o2)CC(c2cccnc2)=NO1 (stereo unspecified)
 : -7	-2	0	10	5	-7	1	6
- COc1ccc(CN(C)C[C@@H]2Oc3c(NC(=O)Nc4c(C)noc4C)cccc3C(=O)N([C@@H](C)CO)C[C@H]2C)cc1
 : 2	-3	0	6	4	-9	-7	0
- Cn1nccc1NC(=O)Nc1ccc(Cl)cc1
 : 2	·	·	-14	·	10	-5	-13
- C=C(C)COc1ccc2oc(C)c(C(=O)OCCOC)c2c1
 : 8	0	0	·	106*	·	-3	·
- COc1ccc(CNS(=O)(=O)c2ccc3c(c2)NC(=O)C(C)S3)cc1 (stereo unspecified)
 : ·	0	-5	23	-2	-4	-14	5
- COc1ccc(NS(=O)(=O)c2ccc(S(=O)(=O)N3CCCC3)cc2)cc1Cl
 : ·	2	0	18	-10	·	6	-23
- Cc1ccc(C(CC(=O)O)C2CCOC(C)(C)C2)cc1 (stereo unspecified)
 : 7	1	5	4	-12	·	-7	7
- COc1cc(OC)cc(C(=O)Oc2ccc(/C=N/Nc3nc4ccccc4s3)cc2OC)c1
 : ·	0	4	-38	·	-84	3	-2
- CC1=CC(C)(C)Nc2ccc(Cc3ccc4c(c3)C(C)=CC(C)(C)N4)cc21
 : ·	0	-1	7	-1	-2	-8	1
- COc1cccc(/C=C/C(=C2\C(=O)N(c3ccccc3)N=C2C)c2ccc(Br)cc2)c1OC
 : 2	-3	-4	·	-1	·	-20	4
- CC(=O)c1c(C)n(-c2ccc(C)cc2)c2ccc(O)cc12
 : 5	0	8	-23	0	-1	-12	28
- CCCCCSc1nc2c(c(=O)[nH]c(=O)n2C)n1CCc1ccccc1
 : -10	3	16	2	7	-11	-4	·

# The list continues.
# The line under a structure holds: PGC1a acetyl inh	Cneo AK release	PglD inh	LGR2 inh	C2C12 statin	PAX8 inh HTS	ARNT-TACC3 inh	GSIS activator
- CC1(C)CC(=O)C(C(C2=C(O)CC(C)(C)CC2=O)c2cccnc2)C(=O)C1 (stereo unspecified)
 : 0	0	0	·	·	·	-9	·
- O=C(Nc1ccc(OC(=O)c2ccccc2)c(-c2nc3ccccc3s2)c1)c1ccccc1
 : -106	4	·	·	-23	-1	-3	·
- CN(C)c1ccc(C(CNC(=O)c2cccs2)N(C)C)cc1 (stereo unspecified)
 : -4	-3	-6	-63	9	-126	2	1
- C[C@@H]1CN([C@H](C)CO)C(=O)c2cc(NS(C)(=O)=O)ccc2O[C@H]1CN(C)S(=O)(=O)c1cn(C)cn1
 : 6	2	-2	1	-34	·	-4	5
- COc1ccccc1Nc1ccc(C(=O)NC2CCCCC2)cn1
 : 15	-5	-1	-58	-4	·	1	-23
- [N-]=[N+]=NCc1ccccc1C[C@]1(C(=O)NCC(O)CO)COC(c2ccc(OCCCO)cc2)=N1 (stereo partly specified)
 : 7	46	-1	·	·	-12	32	·
- O=C(CN1c2ccccc2S(=O)(=O)c2ccccc21)NCc1ccccc1
 : -5	-1	3	11	9	6	-1	11
- COc1cccc(S(=O)(=O)N[C@H]2CC[C@@H](CC(=O)NC3Cc4ccccc4C3)O[C@@H]2CO)c1
 : -7	-1	1	-4	9	0	-11	2
- CCOC(=O)c1c(CN(C)C)n(C)c2ccc(OC(C)=O)cc12
 : ·	4	-3	·	-3	·	-6	·
- C/C(=N\S(=O)(=O)c1ccc(C)cc1)N1CCCCC1
 : 2	-2	-5	7	4	21	0	1
- COc1ccc(OC)c(NC(=O)CN(Cc2ccc(Cl)cc2)S(C)(=O)=O)c1
 : -13	·	·	-8	9	-15	-7	-23
- CCOc1ccc(-n2ccc(=O)c(C(=O)Nc3ccc(S(=O)(=O)N4CCOCC4)cc3)n2)cc1
 : -1	6	1	1	-16	-4	0	45
- Cc1cccc(OCc2nnc(SCC(=O)Nc3ccc(C)c(C)c3)o2)c1
 : ·	-1	-2	0	2	·	-3	-9
- CCC(CC)COC(=O)C1=C(C)NC(=O)NC1c1ccc(N(C)C)cc1 (stereo unspecified)
 : -18	-5	0	7	15	-10	1	·

# High-throughput results as filed in PubChem BioAssay.
